# CatL block = blocks human cathepsin L protease activity | P07711 | purified cathepsin L, fluorogenic substrate, fluorescence | inhibition, %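 (tested at 10 µM)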 | 0.17% of 58,000 active | AID 460; in the data active = inhibition above about 45%;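 also: 0% = enzyme with no compound and 100% = no enzyme blank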
# Target sequence (P07711 114-288 limits assumed): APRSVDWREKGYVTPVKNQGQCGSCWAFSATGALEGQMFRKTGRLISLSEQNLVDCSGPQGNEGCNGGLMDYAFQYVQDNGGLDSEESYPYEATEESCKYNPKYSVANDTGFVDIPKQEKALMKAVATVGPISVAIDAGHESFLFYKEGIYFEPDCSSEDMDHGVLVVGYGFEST
# Target sequence (P07711 292-333 limits assumed): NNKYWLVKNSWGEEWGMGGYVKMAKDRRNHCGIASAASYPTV
# C1s inh = blocks human complement C1s protease activity. P09871. purified C1s, fluorogenic AMC substrate, pooled mixtures. 0.16% of 62,000 active. mean inhibition % of two 10-compound mixtures (hits give high values), % at 5 µM (by protocol). AID 538;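 active = inhibition above 20% in each of the two 10-compound mixture wells holding the compound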;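 also: 0% = enzyme wells lacking compound mixture and 100% = no-enzyme blank wells; some compounds called inactive have numbers as strong as hits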
# Cdc25B inh = human M-phase inducer phosphatase 2 inhibition. 0.1% of 65,000 active. inhibition, %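 (compounds tested at 10 µM final in the well)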. P30305. recombinant Cdc25B, OMFP fluorescence Ex485/Em525; in the data active = inhibition above about 50%
# FXIIa inh mix = blocks human factor XIIa in pooled compound mixtures. 0.2% of 62,000 active. purified FXIIa, fluorogenic substrate. P00748. inhibition, % at 5 µM;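 also: 0% = enzyme without compound and 100% = no enzyme blank; some results filed as inactive read as strong as hits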
# Target sequence (P00748 20-372 limits assumed): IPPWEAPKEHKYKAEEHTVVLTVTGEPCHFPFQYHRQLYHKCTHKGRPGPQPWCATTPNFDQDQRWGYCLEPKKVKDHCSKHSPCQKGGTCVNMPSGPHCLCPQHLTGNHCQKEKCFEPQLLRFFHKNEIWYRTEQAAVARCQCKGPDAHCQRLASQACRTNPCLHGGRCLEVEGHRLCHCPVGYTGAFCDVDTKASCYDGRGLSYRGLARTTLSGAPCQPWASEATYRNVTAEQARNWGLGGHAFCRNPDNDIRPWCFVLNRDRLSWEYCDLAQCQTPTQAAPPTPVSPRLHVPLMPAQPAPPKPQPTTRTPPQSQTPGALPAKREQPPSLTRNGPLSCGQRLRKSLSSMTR
# Target sequence (P00748 373-615 limits assumed): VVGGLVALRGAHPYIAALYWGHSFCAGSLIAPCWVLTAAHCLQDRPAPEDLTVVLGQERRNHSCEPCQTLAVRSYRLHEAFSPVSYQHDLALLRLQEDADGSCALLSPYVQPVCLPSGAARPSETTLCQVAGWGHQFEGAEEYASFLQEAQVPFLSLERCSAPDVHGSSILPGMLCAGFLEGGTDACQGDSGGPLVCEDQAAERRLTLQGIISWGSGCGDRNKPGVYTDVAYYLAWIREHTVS
# Hsp90 inh = displaces geldanamycin probe from tumor Hsp90; inhibition, % at 30 µM; P07900; NCI-N417 lysate Hsp90, Cy3B-geldanamycin FP displacement; 0.35% of 64,000 active; AID 429;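 active = inhibition above 50%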;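 also: 0% = tracer plus lysate wells and 100% = tracer alone without lysate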
# 5HT1a ag = 5-HT1a (human) receptor agonism. activation, % at 10 µM. CHO 5-HT1a Ga15 NFAT-bla reporter, FRET ratio; 0% basal, 100% maximal reference agonist. AID 567. 0.56% of 65,000 active;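 active = activation above the screen-wide mean activation plus 3 SD, cut at about 19% in these data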;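 also: 0% = DMSO wells and 100% = 5-CT at EC100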
# MKP-1 inh = inhibitors of human MKP-1 phosphatase; inhibition, %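 (compounds tested at a single concentration somewhere between 10 and 100 µM)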; 0.15% of 65,000 active; AID 374; recombinant MKP-1, OMFP hydrolysis fluorescence; P28562;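 active = inhibition above about 50%, limit read from the data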;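 also: 0% = DMSO max control wells and 100% = wells with enzyme stopped by NaOH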
# FXIa mix inh = blocks human factor XIa in pooled compound mixtures | P03951 | purified FXIa, fluorogenic substrate | inhibition, % at 5 µM | 0.19% of 62,000 active | AID 680;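 also: each value is inhibition by a whole ten-compound pool holding the compound; 0% = enzyme with no mixture and 100% = wells lacking enzyme; strong numbers were not always called active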
# CatG inh = cathepsin G (human) inhibition; inhibition, % at 5 µM (by protocol); P08311; purified enzyme, AMC-tetrapeptide fluorescence, pooled mixtures; 0.2% of 62,000 active;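 active = inhibition above 20% in each of the two mixture wells holding the compound; inactive = inhibition of 20% or less in either well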;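 also: 0% = enzyme control without mixture and 100% = blank lacking enzyme; strong numbers were not always called active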
# Target sequence (P08311 21-244 limits assumed): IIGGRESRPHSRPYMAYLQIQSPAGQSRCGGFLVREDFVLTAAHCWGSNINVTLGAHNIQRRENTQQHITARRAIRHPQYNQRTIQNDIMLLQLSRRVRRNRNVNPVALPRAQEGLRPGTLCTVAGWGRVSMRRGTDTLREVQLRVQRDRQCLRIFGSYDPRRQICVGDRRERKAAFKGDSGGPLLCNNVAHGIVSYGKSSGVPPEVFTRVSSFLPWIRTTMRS
# Starred values were filed as active, the others as inactive; · = no result given. Rule as the data show it, unless noted: active = inhibition above about 20% (passing the limit was not always enough); inactive = the rest.
cpd	smiles	CatL block	C1s inh	Cdc25B inh	FXIIa inh mix	Hsp90 inh
1	COc1cc2c(C(=O)NCCCOC(C)C)cn(CC(C)C)c(=O)c2cc1OC	16	3	-1	7	-5
2	COCCOC(=O)CC1=NC(=O)CS1	13	1	2	-20	-3
3	Cc1ccc(-c2c(C#N)c(N)nc3c2CCCCC3)o1	0	12	-1	9	-10
4	O=C(NCc1ccc(F)cc1)c1cc2n(n1)C(C(F)(F)F)CC(C1CC1)N2 (configuration not stated)	5	-33	-10	-1	-2
5	CCC(C)(C)n1nnnc1C(c1cccs1)N1CCN(c2nc3ccccc3s2)CC1 (configuration not stated)	13	-38	1	-14	-6
6	CC(C)CC(c1nnnn1Cc1ccco1)N1CCN(C2CCCC2)CC1 (configuration not stated)	15	-11	-9	3	-5
7	CCOc1ccc(CCNC(=O)CCN2C(=O)COc3ccccc32)cc1OCC	2	2	-4	3	-3
8	CC(=O)Oc1ccc(N2C(=O)CCC2=O)cc1	5	1	-9	8	0
9	COc1ccc(C2=NOC(C(=O)N3CCCc4ccccc43)C2)cc1 (configuration not stated)	-3	5	-9	1	0
10	Cc1ccc(C)c(N2CCN(C(=O)c3ccccc3Br)CC2)c1	-7	14	6	2	-1

cpd	5HT1a ag	MKP-1 inh	FXIa mix inh	CatG inh
1	-1.4	27	5	-1
2	-3.0	13	9	1
3	2.4	7	7	10
4	0.2	4	7	-5
5	-1.9	15	2	-11
6	-0.1	-1	2	-6
7	-2.7	16	4	-3
8	-0.1	20	10	5
9	-3.3	1	-1	9
10	1.5	0	9	11

# The list goes on.
cpd	smiles	CatL block	C1s inh	Cdc25B inh	FXIIa inh mix	Hsp90 inh
11	O=C(c1ccco1)N1CCN(C(=O)N2c3ccccc3Sc3ccccc32)CC1	6	5	-6	-18	-4
12	COc1ccc(CN2CC34C=CC(O3)C(C(=O)O)C4C2=O)cc1 (configuration not stated)	5	0	0	2	1
13	CCCCNC(=O)Nc1cc(C(F)(F)F)c[nH]c1=O	25	12	2	-1	-2
14	COc1cccc(C(CC(=O)NCc2ccco2)NS(=O)(=O)c2ccc(C)cc2)c1OC (configuration not stated)	24	6	-15	-20	0
15	CCOC(=O)Nc1ccc2c(c1)N(C(=O)CN1CCN3CCCC3C1)c1ccccc1CC2 (configuration not stated)	5	-13	-11	8	-6
16	CC(=O)NC(c1ccccc1)c1cccnc1 (configuration not stated)	14	-1	-3	1	-1
17	O=C(C(Cc1ccccc1)n1cccc1)N1CCN(C2CCCCC2)CC1 (configuration not stated)	·	11	-14	2	-5
18	COc1ccccc1-c1cc(C(F)(F)F)nc(NCc2ccco2)n1	-10	12	0	3	·
19	COC(=O)c1[nH]c2ccccc2c1NC(=O)CN1CCC(C(N)=O)(N2CCCCC2)CC1	2	-8	2	3	-6
20	COC(=O)C(NS(C)(=O)=O)(c1c(C)[nH]c2ccccc12)C(F)(F)F (configuration not stated)	10	-12	11	-16	-4

cpd	5HT1a ag	MKP-1 inh	FXIa mix inh	CatG inh
11	-1.5	8	9	10
12	-1.6	3	1	1
13	-1.4	-13	11	9
14	-0.5	-5	6	2
15	-2.2	2	8	-11
16	-2.4	-1	3	9
17	-0.1	-8	4	9
18	4.2	6	6	6
19	-3.4	-4	1	3
20	-5.0	3	1	7

# Following part
cpd	smiles	CatL block	C1s inh	Cdc25B inh	FXIIa inh mix	Hsp90 inh
21	COc1cccc(C2CC(c3ccccc3OC)n3nc(N)nc3N2)c1 (configuration not stated)	3	11	-4	-4	-2
22	O=C(NCc1ccccc1)c1cc(-n2cnnc2)ccc1Cl	12	0	-3	18	2
23	CSc1nc2[nH]c3c(c2c2nncn12)CC(C)(C)OC3	-4	·	-37	·	-2
24	CCn1c(Cc2c(C)[nH]c3ccccc23)nnc1SCC(N)=O	17	7	-2	-16	0
25	C/C(Cl)=C/Cn1c(=O)c2c(nc(Br)n2Cc2ccccc2)n(C)c1=O	-9	-5	-2	14	-6
26	CC(=O)Cc1nsc(NC(=O)c2ccc(-c3cc(C(F)(F)F)ccc3Cl)o2)n1	20	-2	1	12	-5
27	O=C(NCCCN1CCCC1=O)c1cc(=O)c2ccccc2o1	1	-18	-4	-16	-2
28	Fc1ccccc1CSc1ncnc2c1oc1ccccc12	11	10	-7	12	-6
29	COc1ccc(C(=O)N2CCc3cc(OC)c(OC)cc3C2)cc1OC	1	-10	-1	-2	-2
30	Cc1cc2c(N)cccc2nn1	12	13	52*	1	12

cpd	5HT1a ag	MKP-1 inh	FXIa mix inh	CatG inh
21	0.8	10	3	10
22	-4.9	9	1	-3
23	-2.3	-9	·	·
24	-3.1	6	3	10
25	0.8	-20	-4	4
26	-1.9	5	14	10
27	-1.8	6	1	7
28	1.6	-11	5	10
29	-1.4	7	-3	-2
30	0.8	8	5	10

# (more compounds)
cpd	smiles	CatL block	C1s inh	Cdc25B inh	FXIIa inh mix	Hsp90 inh
31	CCCCCc1nc2ccccc2c(=O)n1N	1	0	-2	9	-2
32	C/C(=C\C(=O)c1ccc(C)cc1)Nc1cccc(O)c1	-5	-59	9	1	0
33	CC1(C)Cc2c(sc3ncn4nc(CCC(=O)O)c(=O)nc4c23)CO1	-6	-11	0	4	-5
34	COC(=O)c1c(N)c(C#N)c2n1CCCCC2	-6	-9	2	2	4
35	COc1ccc(-c2cc(C(=O)Nc3cccc(C(C)=O)c3)no2)cc1	2	4	0	-16	1
36	CCCS(=O)(=O)N1CCCC(C(=O)N2CCN(c3ccccn3)CC2)C1 (configuration not stated)	18	-31	7	2	-2
37	Cc1ccccc1NC(=O)CSc1nc(N)c(C#N)cc1C#N	-12	0	3	2	-3
38	CCOC(=O)C1=C(N)n2c(s/c(=C\c3cccnc3)c2=O)=C(C(=O)OCC)C1c1cccnc1 (configuration not stated)	7	-4	-1	8	2
39	CC(C)CCNC(=O)C(c1ccco1)N(Cc1ccc(F)cc1)C(=O)c1snc(C(N)=O)c1N (configuration not stated)	2	-46	12	-6	3
40	COc1ccc(CN(Cc2nc3ccccc3c(=O)[nH]2)C(=O)C(C)(C)C)cc1	21	-44	-11	-19	-2

cpd	5HT1a ag	MKP-1 inh	FXIa mix inh	CatG inh
31	-3.1	-24	3	-4
32	-5.8	13	-32	-22
33	-0.6	25	1	-1
34	-3.5	9	3	-1
35	-1.0	13	14	33
36	-1.0	-5	-4	0
37	-3.6	7	10	0
38	1.2	11	4	-5
39	-0.4	29	-11	-12
40	-0.9	-10	8	9

# Following part
cpd	smiles	CatL block	C1s inh	Cdc25B inh	FXIIa inh mix	Hsp90 inh
41	CC1(C)CC(NC(=O)C2CCCCC2C(=O)O)CC(C)(C)N1 (configuration not stated)	·	-7	-6	-1	0
42	O=C(Cn1cnc2c(cnn2-c2ccc(F)cc2)c1=O)NCC1CCCO1 (configuration not stated)	14	16	-2	-3	3
43	O=C(Cc1ccccc1)Nc1cccc(-c2nnc(-c3ccco3)o2)c1	2	-1	24	3	1
44	Cc1ccc(Nc2nc(N)nc(CN3CCCCCC3)n2)cc1	5	-14	-11	-21	-10
45	Cc1nc(NCCN)c(C#N)c2c1COC(C)(C)C2	-2	·	4	·	-1
46	CCCCOc1cccc(-c2nnc(N)s2)c1	-1	·	-17	·	-1
47	CC(C)n1c(CCC(=O)O)ccc1-c1ccccc1	12	-61	-7	-19	-3
48	Cc1ccccc1OCc1nc(-c2ccc(-n3cccc3)cc2)no1	·	9	-10	-19	-1
49	CCOCCCNCc1cccc(OC)c1	1	7	34	3	-1
50	Cn1c(CNc2nc3ccccc3n2C)nc2ccccc21	21	3	-2	5	-2

cpd	5HT1a ag	MKP-1 inh	FXIa mix inh	CatG inh
41	-0.3	-1	6	4
42	-1.0	-3	24	59
43	0.8	-20	-1	20
44	-2.2	-6	-1	4
45	3.3	-10	·	·
46	1.2	-14	·	·
47	-4.5	2	-3	1
48	3.3	4	-1	3
49	0.3	-10	9	12
50	-0.6	4	3	6

# Whole records from above. Values in the order: CatL block	C1s inh	Cdc25B inh	FXIIa inh mix	Hsp90 inh	5HT1a ag	MKP-1 inh	FXIa mix inh	CatG inh
# Profile of CCOCCCNCc1cccc(OC)c1 : 1	7	34	3	-1	0.3	-10	9	12
# Profile of CC(C)n1c(CCC(=O)O)ccc1-c1ccccc1 : 12	-61	-7	-19	-3	-4.5	2	-3	1

# Continuation.
cpd	smiles	CatL block	C1s inh	Cdc25B inh	FXIIa inh mix	Hsp90 inh
51	CC(C)C(C(=O)Nc1ccccc1)N1C(=O)c2ccccc2C1=O (configuration not stated)	11	1	-18	16	·
52	CCOc1ccc(NC(=O)N2CCN(c3nc4ccccc4s3)CC2)cc1	4	-7	-21	13	2
53	COc1ccc2[nH]cc(C(=O)CN3CCCCC3C)c2c1 (configuration not stated)	-3	4	-4	12	-3
54	Cc1ccc(OCCCC(=O)Nc2nncs2)cc1	·	2	-7	2	·
55	Oc1ccccc1-c1cc(-c2cccc(F)c2)n[nH]1	-6	5	3	-28	2
56	COc1ccc(-c2c(C)oc3cc(O)cc(O)c3c2=O)cc1OC	·	-3	-16	6	-4
57	COc1cccc(-c2cc(C(F)(F)F)nc(N3CCOCC3)n2)c1	-5	-7	-18	-18	·
58	CCOC(=O)c1cc(C(=O)OCC)c2cc(Br)ccc2n1	13	-2	-5	2	2
59	CCc1ccc(NC2=NC(C(=O)NC3CCCCC3)CC(=O)N2)cc1 (configuration not stated)	-4	-13	0	-8	-7
60	Cc1cc2ccccc2c(=O)n1CC(=O)NCC(=O)N1CCN(c2cccc(Cl)c2)CC1	21	-3	-10	3	-7

cpd	5HT1a ag	MKP-1 inh	FXIa mix inh	CatG inh
51	·	4	-1	8
52	-0.6	4	9	32
53	-1.6	-20	8	-1
54	-1.0	9	-6	10
55	-2.2	-1	1	1
56	1.8	13	4	2
57	1.7	5	0	-1
58	3.5	4	10	5
59	0.7	11	-4	-11
60	3.3	3	-1	4

# Additional results follow:
cpd	smiles	CatL block	C1s inh	Cdc25B inh	FXIIa inh mix	Hsp90 inh
61	COC(=O)C1CCN(C(=O)COC(=O)Cn2cnnn2)CC1	29	16	6	-5	-2
62	COc1ccccc1OCCCCCNCCO	·	·	-7	·	-5
63	COc1ccc(S(=O)(=O)Cc2ccc(C(=O)N3CCN(c4cccc(C)c4C)CC3)o2)cc1	0	13	-2	7	0
64	CCOc1cc(C(=O)Nc2c3c(nn2C(C)(C)C)CS(=O)C3)cc(OCC)c1OCC (configuration not stated)	-9	-8	12	13	-2
65	O=C(O)CSc1cccc2cccnc12	-18	-2	-4	-19	-2

cpd	5HT1a ag	MKP-1 inh	FXIa mix inh	CatG inh
61	1.1	14	2	10
62	-1.9	3	·	·
63	1.2	15	11	8
64	0.6	6	0	-11
65	-2.2	6	1	11

# By substructure, the entries above with an NH in an aromatic ring (eight)
cpd	smiles	CatL block	C1s inh	Cdc25B inh	FXIIa inh mix	Hsp90 inh
13	CCCCNC(=O)Nc1cc(C(F)(F)F)c[nH]c1=O	25	12	2	-1	-2
19	COC(=O)c1[nH]c2ccccc2c1NC(=O)CN1CCC(C(N)=O)(N2CCCCC2)CC1	2	-8	2	3	-6
20	COC(=O)C(NS(C)(=O)=O)(c1c(C)[nH]c2ccccc12)C(F)(F)F (configuration not stated)	10	-12	11	-16	-4
23	CSc1nc2[nH]c3c(c2c2nncn12)CC(C)(C)OC3	-4	·	-37	·	-2
24	CCn1c(Cc2c(C)[nH]c3ccccc23)nnc1SCC(N)=O	17	7	-2	-16	0
40	COc1ccc(CN(Cc2nc3ccccc3c(=O)[nH]2)C(=O)C(C)(C)C)cc1	21	-44	-11	-19	-2
53	COc1ccc2[nH]cc(C(=O)CN3CCCCC3C)c2c1 (configuration not stated)	-3	4	-4	12	-3
55	Oc1ccccc1-c1cc(-c2cccc(F)c2)n[nH]1	-6	5	3	-28	2

cpd	5HT1a ag	MKP-1 inh	FXIa mix inh	CatG inh
13	-1.4	-13	11	9
19	-3.4	-4	1	3
20	-5.0	3	1	7
23	-2.3	-9	·	·
24	-3.1	6	3	10
40	-0.9	-10	8	9
53	-1.6	-20	8	-1
55	-2.2	-1	1	1

# Bioassay records (PubChem BioAssay)
